# Screening results (PubChem BioAssay)
# FLuc counter: qHTS profiling assay for firefly luciferase inhibitor/activator using purifed enzyme and Km concentrations of substrates (counterscreen for miR-21 project). Luciferin 4-monooxygenase (Photinus pyralis), P08659. purified FLuc, Km substrates, luminescence inhibition. Potency, µM (series often up to 57.5 µM), inactives show top-dose activity change, negative = inhibition, actives largely listed as inhibitors. hit rate 6.9% among 360,000. AID 588342, 2011;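 note: plate controls were vehicle for no effect and reference inhibitor for full effect; nearly all actives have a fitted effect of over 55% in size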
#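 Purified P. pyralis luciferase (10nM final) with 10uM D-luciferin and 10uM ATP (Km levels) in 50mM Tris acetate pH 7.5, 10mM Mg acetate, 0.01% Tween-20, 0.05% BSA; qHTS 6-point titration, ~60 µM downward; luminescence read.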
# Rab9 prom act: qHTS Assay for Rab9 Promoter Activators; Huh7 Rab9 promoter-luciferase reporter, luminescence, 24 h; Potency, µM (series often up to 9.22 µM), without a hit: top-dose activation, negative = inhibition, most hits filed as activators; hit rate 2.8% among 320,000; AID 485297, 2010; note: % of control where 0% means no effect; nearly all actives have a fitted effect of over 60% in size
#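 Luminescence read-out: Huh7 cells stably expressing Rab9-luciferase, treated 24 h with compound at 37 °C, then lysed with luciferase reagent for 10 min at ambient before reading.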
# CXXC DNA block: qHTS Fluorescence Polarization Assay for Inhibitors of MLL CXXC domain - DNA interaction. MLL-CXXC / FITC-HOXA9 DNA fluorescence polarization. Potency, µM (doses to about 115 µM), for the others: at the top dose activity change, negative = inhibition, hits mostly inhibitors. hit rate 0.037% among 290,000. AID 2662, 2010; active = well fitted inhibition curve with a large enough effect in the polarisation, with a control signal flat, not every such curve was filed as active; inconclusive = small, poorly fitted or top-dose-only effect, or effect the other way, or a change in a side signal; inactive = no such curve, though single readings can be large or run the other way; the % refers to the polarisation
#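 Fluorescence polarization: 7 uM MLL-CXXC (stock) preincubated 5 min with compounds, then 50 nM fluorescein-HOX-A9 DNA (stock) added; 30 min ambient. Buffer 50 mM Tris-HCl pH 7.5, 50 mM NaCl, 1 mM DTT, 0.05% BSA.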
# ELG1 genotoxic: qHTS screen for small molecules that induce genotoxicity in human embryonic kidney (HEK293T) cells expressing luciferase-tagged ELG1; hit rate 1.3% among 330,000; Potency, µM (doses to about 46 µM), for the others: at the top dose activity change, positive = activation, most hits filed as activators; HEK293T ELG1-luciferase reporter, luminescence, 16 h; note: % of control where 0% means no effect; nearly all actives have a fitted effect of over 60% in size
#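 16 hr compound incubation (37 °C, 5% CO2) of HEK293T cells carrying luciferase-tagged ELG1; luciferase then measured by ONE-Glo luminescence after 30 min at RT.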
# p53 reactivation: qHTS assay for re-activators of p53 using a Luc reporter; H1299 p53-A138V BP100-luciferase reporter, luminescence, 24 h; AID 504706, 2011; hit rate 0.063% among 320,000; Potency, µM (titrated, usually from 92.2 µM), for inactives: top-dose activity change, positive = activation, actives largely listed as activators; note: % of control where 0% means no effect; nearly all actives have a fitted effect of over 45% in size
#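 p53-null H1299 cells stably carrying temperature-sensitive p53-A138V and a BP100-luciferase reporter were pinned with compounds (4-point, 1:5 series) and held 24 hrs at 37 deg C. Luminescence was read 10 min after detection reagent.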
# NPC1 promoter act: qHTS Assay for NPC1 Promoter Activators; Huh7 NPC1 promoter luciferase reporter, 24 h; Potency, µM (highest dose often 9.22 µM), without a hit: top-dose activation, usual class: activators; hit rate 2.4% among 320,000; AID 485313, 2010;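 note: % of control where 0% means no effect; nearly all actives have a fitted effect of over 60% in size; reporter is driven by a mutant NPC1 promoter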
#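 Stable NPC1-promoter luciferase Huh7 line; cpd (DMSO) 24 h, 37 °C, 5% CO2; Amplite luciferase reagent 10 min RT; luminescence readout. qHTS format.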
# VP16 counter: VP16 counterscreen qHTS for inhibitors of ROR gamma transcriptional activity | Drosophila S2 Gal4-VP16 UAS-luciferase, luminescence, 20 h | Potency, µM (highest dose often 53.6 µM), inactives show at the highest dose activity, negative = inhibition, most hits filed as inhibitors | hit rate 3.5% among 310,000;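 note: Gal4-VP16 expression switched on by copper sulfate through the metallothionein promoter; % is set by controls: 0 for no effect and ±100 for the full control effect; nearly all actives have a fitted effect of over 50% in size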
# BRCA1 expr up: qHTS Assay to Identify Small Molecule Activators of BRCA1 Expression; MCF7-BRCA1-FFLuc reporter, luminescence, 48 h; response scale: scaled: vehicle 0%, 10 µM genistein 100%; Potency, µM (highest dose often 46.1 µM), for the others: at the top dose activation, hits mostly activators; hit rate 1.1% among 380,000; note: nearly all actives have a fitted effect of over 80% in size; some results filed as inactive show a strong effect at the top dose
#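 Compounds are tested at multiple concentrations on MCF7 BRCA1-luciferase reporter cells seeded at 2000 per well; after 48 h, a single luminescence end-point is taken and curves fitted to the normalized data.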
# MBNL1-CUG inh: qHTS Assay for Inhibitors of MBNL1-poly(CUG) RNA binding; Muscleblind-like protein 1 (Homo sapiens), Q9NR56; TR-FRET MBNL1-His/biotin-(CUG)12 binding, 665/545 ratio; Potency, µM (doses to about 57.5 µM), inactives show at the highest dose activity change, negative = inhibition, actives largely listed as inhibitors; hit rate 0.036% among 280,000; AID 2675, 2010; active = well fitted inhibition curve with a large enough effect in the signal ratio, with a control signal flat, not every such curve was filed as active; inconclusive = small, poorly fitted or top-dose-only effect, or effect the other way, or a change in a side signal; inactive = no such curve, though single readings can be large or run the other way; the % refers to the signal ratio; note: % is set by controls: 0 for no effect and ±100 for the full control effect
# Target sequence (Q9NR56 whole entry, looked up): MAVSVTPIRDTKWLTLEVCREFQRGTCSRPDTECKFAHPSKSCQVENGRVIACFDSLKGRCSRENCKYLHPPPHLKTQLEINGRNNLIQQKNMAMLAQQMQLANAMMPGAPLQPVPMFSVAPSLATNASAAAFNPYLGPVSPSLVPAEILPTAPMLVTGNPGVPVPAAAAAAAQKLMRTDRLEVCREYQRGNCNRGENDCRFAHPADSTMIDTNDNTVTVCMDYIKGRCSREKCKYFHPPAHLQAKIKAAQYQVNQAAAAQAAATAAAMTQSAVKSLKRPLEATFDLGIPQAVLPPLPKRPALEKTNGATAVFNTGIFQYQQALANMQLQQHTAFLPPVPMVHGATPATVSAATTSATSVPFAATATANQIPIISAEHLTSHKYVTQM
#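 His-tagged MBNL1 binding to biotinylated (CUG)12 RNA was measured by TR-FRET using terbium anti-His antibody (0.055 ng/ul final) and streptavidin-XL665 (5 nM final). Compounds were titrated 92 nM to 58 uM; 60 min at room temperature.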
# uPA generation: qHTS for Inhibitors of Cell Surface uPA Generation. cell surface uPA generation assay, qHTS. Potency, µM (top dose mostly 38.3 µM), for inactives: top-dose activity change, negative = inhibition, actives largely listed as inhibitors. hit rate 0.31% among 330,000. AID 540303, 2011; active = well fitted inhibition curve with a large enough effect; inconclusive = small, poorly fitted or top-dose-only effect; inactive = no such curve, though single readings can be large or run the other way; tested in mouse RAW 264.7 cells; note: % is set by controls: 0 for no effect and ±100 for the full control effect; nearly all actives have a fitted effect of over 55% in size
# RORg inh: qHTS for inhibitors of ROR gamma transcriptional activity; Potency, µM (titrated, usually from 53.6 µM), inactives show at the top dose activity change, negative = inhibition, most hits filed as inhibitors; hit rate 5.4% among 310,000; Drosophila S2 Gal4-RORgamma UAS-luciferase reporter, 20 h; note: % is set by controls: 0 for no effect and ±100 for the full control effect; nearly all actives have a fitted effect of over 60% in size
# Target sequence (P51450 whole entry, looked up, the tested form may be a part): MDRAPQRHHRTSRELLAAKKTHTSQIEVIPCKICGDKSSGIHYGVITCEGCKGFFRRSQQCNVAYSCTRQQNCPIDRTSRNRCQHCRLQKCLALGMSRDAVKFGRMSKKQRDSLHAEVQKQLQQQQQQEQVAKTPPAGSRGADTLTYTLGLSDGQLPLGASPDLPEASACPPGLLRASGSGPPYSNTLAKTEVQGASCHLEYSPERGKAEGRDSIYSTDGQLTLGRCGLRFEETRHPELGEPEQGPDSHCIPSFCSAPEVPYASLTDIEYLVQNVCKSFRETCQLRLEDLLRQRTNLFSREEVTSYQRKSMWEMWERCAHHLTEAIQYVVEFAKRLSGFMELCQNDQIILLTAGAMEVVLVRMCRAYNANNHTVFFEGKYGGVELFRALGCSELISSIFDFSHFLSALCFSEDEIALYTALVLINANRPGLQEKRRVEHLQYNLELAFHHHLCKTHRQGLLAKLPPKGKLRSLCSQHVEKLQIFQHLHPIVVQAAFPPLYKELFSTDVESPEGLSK
#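 Luciferase reporter read in Schneider cells carrying Gal4-RORγ (mouse) and UAS-Photinus luciferase; cells given compound 1 h before 700 uM copper sulfate induction, then incubated 20 h at ambient temperature.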
# * = called active by the depositor; ? = inconclusive; . = not tested or not shown; [ ] = dose if it differs, or a comment. Unless noted, calls come from the whole dose curve; as a rule, active = well fitted curve in the direction sought with a large enough effect; inconclusive = small, poorly fitted or top-dose-only effect, or another doubt; inactive = no such curve, though single readings can be large; an effect the other way counts as inactive or inconclusive. Potency is the fitted concentration of half-maximal effect. Some of the compounds tested; the hit share may differ from the screen's.
canonical_smiles,FLuc counter,Rab9 prom act,CXXC DNA block,ELG1 genotoxic,p53 reactivation,NPC1 promoter act,VP16 counter,BRCA1 expr up,MBNL1-CUG inh,uPA generation,RORg inh
CC1(C)CC(=O)C2=C(C1)Nc1ccccc1NC2c1ccccn1 (stereo not drawn),2%,4%,0%,1%,8%,3%,1%,-18%,?,-5%,20%
CCC(=O)c1c[nH]c(C(=O)NCCCn2ccnc2)c1,-2%,-3%,5%,-1%,-4%,-3%,7%[0.365 µM],-16%,-9%,14%,-10%
C[C@@H]1CCC(=O)N(CC[C@H](N=[N+]=[N-])c2ccccc2)CC1,-2%,0%,2%,0%,29%,1%,4%,20%,-2%,-5%,9%
COCCNC(=O)CSc1nc2ccccc2c(=O)n1CCCC(=O)NCc1ccccc1,-1%,2%,6%,-3%,-2%,-1%,-2%,-2%,5%,7%,4%
CNC(=O)c1sc(NCc2ccccc2OC)nc1C,-4%,-5%,1%,7%,-6%,0%,8%,-22%,-4%,-6%,-6%
Cc1occc1C(=O)N(C)Cc1nc(-c2ccccc2)no1,-1%,-6%,2%,-2%,4%,-5%,-14%,51%,-2%,0%,2%
COc1ccc(NC(=O)C2CCCN(C(=O)Nc3ccc(F)cc3)C2)cc1 (stereo not drawn),0%,4%,-2%,5%,-1%,2%,-5%,4%,-3%,-2%,18%
COc1ccc(C(C)=O)cc1CSc1nnc(Nc2ccc(C)cc2C)s1,4%,1%,2%,-4%,-16%,1%,-1%,-37%,8%,-1%,?

# No new results follow: an excerpt of the list.
canonical_smiles,FLuc counter,Rab9 prom act,CXXC DNA block,ELG1 genotoxic,p53 reactivation,NPC1 promoter act,VP16 counter,BRCA1 expr up,MBNL1-CUG inh,uPA generation,RORg inh
COc1ccc(NC(=O)C2CCCN(C(=O)Nc3ccc(F)cc3)C2)cc1 (stereo not drawn),0%,4%,-2%,5%,-1%,2%,-5%,4%,-3%,-2%,18%
COc1ccc(C(C)=O)cc1CSc1nnc(Nc2ccc(C)cc2C)s1,4%,1%,2%,-4%,-16%,1%,-1%,-37%,8%,-1%,?

# Other compounds follow:
canonical_smiles,FLuc counter,Rab9 prom act,CXXC DNA block,ELG1 genotoxic,p53 reactivation,NPC1 promoter act,VP16 counter,BRCA1 expr up,MBNL1-CUG inh,uPA generation,RORg inh
O=C(CNS(=O)(=O)c1ccc(F)cc1)Nc1ccc(C(F)(F)F)cc1,0%,-13%,-2%,-4%,3%,1%,-15%,-31%,5%,.,32%
O=C(CC(C(=O)O)c1cccc(Cl)c1Cl)c1ccccc1 (stereo not drawn),-2%,4%,0%,-2%,-7%,-8%,-13%,-20%,1%,2%,-2%
O=C(Cn1nc(Cl)nc1Cl)c1ccc2c(c1)OCCO2,1%,4%,13%,0%,2%,1%,24%,2%,-2%,-3%,-29%
Cn1cc(CN2CCC(C(=O)Nc3ccc(Oc4ccccc4F)cc3)CC2)cn1,-1%,3%,26%,-3%,16%,0%,8%,0%,-5%,-25%,-10%
COc1ccc(C2CC(c3ccc(Br)cc3)=NN2C(=O)CN2CCCC2)cc1 (stereo not drawn),3%,-8%,-4%,-7%,-6%,-2%,5%,-4%,8%,0%,15%
c1ccc(-n2nnnc2Oc2cccc3cccnc23)cc1,4%,-1%,-3%,-7%,-13%,-3%,4.5µM*,-82%,2%,5%,7.1µM*
CC(=O)OCC1CCCC2=C(C)C(=O)CCC21COC(C)=O (stereo not drawn),4%,2%,18%,0%,-3%,1%,2%,1%,-19%,-1%,7%
COc1ccc(/C=N/NC(=O)c2c(C)nc3ccc(Cl)cn23)cc1OC,5%,-9%,4%,-1%,-2%,-16%,5%,-30%,18%,?,-3%
O=c1cc(CN2CCOCC2)c2cc(Cl)c(O)cc2o1,3%,2%,3%,-1%,-4%,-2%,-11%,-2%,?,-7%,-29%
Cc1cc(N/N=C/c2c(O)ccc3ccccc23)nc(-c2ccccc2O)n1,-18%,-10%,-10%,1%,-6%,0%,4µM*,-85%[inhibitor],.,0%,7.1µM*
Cc1ccc(S(=O)(=O)NC(=O)N2CCCN(Cc3ccc(F)cc3)CC2)cc1,-2%,-5%,2%,-2%,1%,-2%,-5%,-7%,-13%,-8%,6%
CC(C)OC(=O)c1c(-c2ccc(C(C)C)cc2)csc1NC(=O)C1CCCO1 (stereo not drawn),1%,-5%,-17%,.,.,1%,-13%,-55%,10%,5%,13%
Cc1cccn2c(=O)c(C=O)c(Nc3ccccc3)nc12,-2%,2%,0%,-1%,5%,?,-8%,0%,2%,-2%,-19%
CC(NC(=O)c1cc(S(=O)(=O)N2CCOCC2)cn1C)c1ccccc1 (stereo not drawn),0%,-1%,.,0%,.,-2%,11%,-1%,-5%,8%,7%
CCS(=O)(=O)n1nc(-c2ccco2)nc1SC,-18%,.,-2%,.,.,.,1%,24%,8%,1%,?
O=C(NC1CC1)C1CCN(C2CCN(C(=O)CC3=CCCCC3)CC2)CC1,-3%,-12%,6%,-1%,2%,1%,0%,-1%,-6%,3%,31%
O=C1OC(c2ccccc2)Cc2cc(C(=O)N3CCN(c4ccc(F)cc4)CC3)ccc21 (stereo not drawn),3%,-6%,.,-3%,-8%,0%,.,-19%,.,-9%,.
CCCOc1ccc(C(CC(=O)O)NC(=O)c2sc3ccccc3c2Cl)cc1 (stereo not drawn),15µM*,20%,-7%,2%,1%,-1%,-2%,0%,31%[activator],-7%,-8%
O=C(CC1SC2=NCCN2C1=O)Nc1ccc(Br)cc1 (stereo not drawn),2%,-4%,-3%,0%,4%,2%,-3%,4%,-2%,.,59%
Cc1ccccc1C(=O)N1CCC(C(=O)NCc2ccc(Cl)cc2)CC1,5%,14%,-5%,-10%,-8%,0%,3%,1%,-1%,-8%,20%
COC(=O)c1ccc(CSc2ccc3nnc(-c4ccc(F)cc4)n3n2)o1,-8%,-2%,6%,-1%,3%,-1%,2%,-24%,.,3%,-1%
c1ccc(Nc2ccccn2)cc1,?,-8%,1%,0%,1%,-2%,17%,-12%,-3%,4%,16%
CCc1ccc(-c2nc(CS(=O)CC(=O)NCc3ccccc3)c(C)o2)cc1 (stereo not drawn),?,-3%,3%,-2%,-12%,-1%,-3%,-39%,1%,6%,?
O=C(CCCCC(=O)NCCCc1ccccc1)NCCCc1ccccc1,3%,-5%,4%,0%,-3%,-2%,-15%,0%,-1%,-19%,8%
Cc1cc2oc(=O)sc2cc1NS(=O)(=O)c1ccccc1,1%,-5%,-3%,-6%,5%,-3%,-4%,-44%,-6%,-2%,4%
CCOC(=O)C1=C(COC(=O)COc2ccc(C(=O)CC)cc2)NC(=O)NC1C (stereo not drawn),4%,-2%,.,0%,4%,-2%,.,2%,.,1%,.
CCC(C(=O)N1CCN(S(C)(=O)=O)CC1)c1ccccc1 (stereo not drawn),7%,-2%,2%,0%,-1%,0%,.,-11%,2%,.,2%[0.365 µM]
COC(=O)Cc1c(OC)ccn(CCc2c[nH]c3ccccc23)c1=O,17µM*,3.2µM*,2%,?,?,?,-10%,2.2µM*,-8%,-8%,-9%
COC(=O)C1CCN(C(=O)c2ccc3nc(-c4cccc(OC)c4)oc3c2)CC1,21µM*,2µM*,45%[activator],?,17%,1.8µM*,-4%,?,3%,10%,-17%
O=C(NNC(=O)C12CC3CC(CC(C3)C1)C2)c1ccncc1,-2%,10%,-1%,1%,-6%,-1%,0%,-14%,5%,3%,14%
CC(=O)c1cccn1S(=O)(=O)c1ccccc1,-2%,2%,4%,-2%,-7%,-3%,3%,-6%,-4%,-2%,1%
CC(C)Cn1c(=O)c2sccc2n2c(CCCC(=O)NC3CCN(Cc4ccccc4)CC3)nnc12,0%,3%,0%,-9%,-1%,4%,-12%,-16%,-5%,-1%,17%
CCOC(=O)N1CCN(CC(=O)N2CCC(C(N)=O)CC2)CC1,2%,2%,12%,11%,-2%,1%,-2%,8%,-6%,1%,-7%
COc1ccc(C2C(CC(=O)O)=C(Nc3ccccc3)C(=O)N2c2ccccc2)cc1 (stereo not drawn),?,21%,10%,8%,28%,8%,-7%,60%,0%,8%,1%
CCCC(C(=O)NCC1CCCO1)N(Cc1ccco1)C(=O)CNS(=O)(=O)c1ccccc1 (stereo not drawn),3%,-4%,1%,-2%,-3%,4%,18%,-5%,-2%,-2%,7%
